Screening data as filed in PubChem BioAssay.
APJ antag – antagonists of human apelin receptor APJ, primary screen, CHO-K1 cells, beta-arrestin complementation, luminescence; P35414; inhibition, % at 20 µM; hit rate 0.32% among 330,000; AID 2521, 2010;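 active = inhibition above about 40% at 20 µM, limit read from the data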;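 also: cells challenged with 10 nM apelin-13 agonist together with compound; plate controls were apelin-13 plus DMSO wells for no effect and DMSO wells lacking apelin-13 for full effect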
Target sequence (P35414 whole entry, looked up): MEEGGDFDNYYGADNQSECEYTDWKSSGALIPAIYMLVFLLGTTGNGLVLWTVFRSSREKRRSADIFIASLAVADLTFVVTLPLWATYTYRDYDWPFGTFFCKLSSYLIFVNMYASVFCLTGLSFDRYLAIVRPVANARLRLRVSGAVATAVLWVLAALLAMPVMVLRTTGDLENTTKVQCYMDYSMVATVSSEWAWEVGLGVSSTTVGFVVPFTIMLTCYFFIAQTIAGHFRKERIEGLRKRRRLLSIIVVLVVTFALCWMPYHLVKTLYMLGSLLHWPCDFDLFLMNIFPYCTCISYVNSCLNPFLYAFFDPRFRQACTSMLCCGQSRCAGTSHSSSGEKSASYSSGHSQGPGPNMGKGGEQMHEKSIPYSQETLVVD
EBI2 block – EBI2 receptor antagonists, beta-arrestin recruitment, primary screen, cell-based, luminescence, 7a,25-OHC stimulation, uHTS; G-protein coupled receptor 183 (Homo sapiens), P32249; inhibition, % at 5 µM; hit rate 0.81% among 360,000; 7a,25-OHC stimulated; AID 651636, 2012; in the data active = inhibition above about 38%;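 also: enzyme fragment complementation signal reports receptor beta-arrestin coupling in cells; 0% = agonist plus DMSO wells and 100% = wells without agonist; some results beyond the cut were filed as inactive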
CCR6 antagonist – CCR6 receptor antagonists, primary screen, cell-based, CHO-K1, luminescence, beta-arrestin, uHTS; C-C chemokine receptor type 6 (Homo sapiens), P51684; CHO-K1 CCR6 PathHunter beta-arrestin, CCL20-stimulated; inhibition, % at 20 µM; hit rate 0.49% among 340,000;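 active = compounds whose inhibition of the agonist-driven luminescence signal at 20 µM reaches about 50%, limit read from the data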;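 also: cells stimulated with CCL20 at 14 nM final; plate controls were DMSO with CCL20 for no effect and DMSO without agonist for full effect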
CXCR6 block – CXCR6 receptor inhibitors, primary screen, cell-based, beta-arrestin, luminescence, CHO-K1 PathHunter, 1536-well | hit rate 0.36% among 360,000 | C-X-C chemokine receptor type 6 (Homo sapiens), O00574 | inhibition, % at 20 µM; in the data active = inhibition above about 34%, passing the limit was not always enough;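 also: antagonist mode with CXCL16 agonist at 10 nM final; 0% = 10 nM CXCL16 with DMSO and 100% = unstimulated wells without agonist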
Target sequence (O00574 whole entry, looked up): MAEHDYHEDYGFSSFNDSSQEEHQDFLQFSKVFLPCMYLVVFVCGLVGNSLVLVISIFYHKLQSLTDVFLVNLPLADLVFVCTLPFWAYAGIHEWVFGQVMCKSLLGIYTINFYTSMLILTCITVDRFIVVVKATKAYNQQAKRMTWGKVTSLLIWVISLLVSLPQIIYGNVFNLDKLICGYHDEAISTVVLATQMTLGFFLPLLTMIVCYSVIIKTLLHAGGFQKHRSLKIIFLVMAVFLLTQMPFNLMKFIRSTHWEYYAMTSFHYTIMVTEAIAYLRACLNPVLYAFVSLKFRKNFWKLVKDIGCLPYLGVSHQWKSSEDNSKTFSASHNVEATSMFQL
Mdm2-MdmX inh – inhibitors of human Mdm2-MdmX association, primary screen, cell-based, luminescence, split luciferase, SaOS-2, uHTS. AID 485346, 2010. inhibition, % at 8 µM. SaOS-2 split-luciferase Mdm2/MdmX complementation. hit rate 3% among 330,000;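 active = inhibition of at least 50% at 8 µM in the primary screen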
tim23-1 inh – growth inhibitors of tim23-1 mutant yeast, primary screen, luminescence, uHTS | hit rate 1.3% among 330,000 | inhibition, % at 20 µM | S. cerevisiae tim23-1 growth, BacTiter-Glo luminescence, 24 h;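 active = growth inhibition of the mutant yeast at or above 50%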;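 also: temperature-sensitive mutant grown at 25 °C; plate controls were DMSO-treated mutant yeast for no effect and medium wells lacking yeast for full effect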
APJ agonist – agonists of human apelin receptor APJ, primary screen, CHO-K1 cells, PathHunter beta-arrestin, luminescence; P35414; 0% DMSO wells, 100% apelin; activation, % at 20 µM; hit rate 0.11% among 330,000; AID 2520, 2010;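 active = activation more than six SD over the plate average, tested at 20 µM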;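 also: 0% = DMSO alone and 100% = apelin-13 at 10 nM; some results filed as inactive read as strong as hits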
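Incubation: overnight seeding, 90 min compound at 25 °C, 1 h detection; test system: PathHunter CHO-K1 APJ (AGTRL-1) beta-arrestin reporter cells; amount: 1000 cells/well; doses: one dose, 20 µM compound, 1% DMSO; measured by: beta-gal luminescence; measure: agonist-driven arrestin binding to APJ; benchmarks: negative DMSO alone, positive Apelin-13 at 10 nM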
UPR XBP1 act – activators of adaptive XBP1 UPR arm, primary screen, cell-based, CHO-XBP1 luciferase reporter, luminescence, uHTS. IRE1-XBP1 UPR activation; percent of tunicamycin response, DMSO as zero. activation, % at 20 µM. hit rate 0.33% among 330,000;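 active = versus positive control, 20 µM dose yields 30% or more activation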;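 also: 100% = tunicamycin at 10 µg/mL and 0% = DMSO only wells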
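incubation = overnight seeding at 37 °C, 6 h compound treatment at 37 °C | assay system = CHO-XBP1 cells stably carrying IRE1-XBP1-driven luciferase reporter | input = 1000 cells per well | detection = luciferase luminescence | dosing = single point, 20 µM final compound, 1% DMSO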
UPR CHOP act – activators of apoptotic CHOP UPR arm, primary screen, cell-based, CHO-CHOP luciferase reporter, luminescence, uHTS. UPR activation; percent of tunicamycin response over DMSO baseline. activation, % at 10 µM. hit rate 0.34% among 330,000;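 active = at 10 µM dose, activation of 40% or more, normalized to positive control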;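 also: 100% = tunicamycin at 10 µg/mL and 0% = DMSO alone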
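Test system: CHO-CHOP cells, stable luciferase reporter of PERK-eIF2a-CHOP signalling | Quantity: 500 CHO-CHOP cells per well | Buffer or medium: F12 plus 10% serum | Compound dosing: 10 µM single point, 0.5% DMSO | Schedule: 6 h compound treatment, 37 °C | Signal: Luciferase luminescence | Control set: Tunicamycin high control, DMSO low control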
Starred values were filed as active, the others as inactive; · = no result given. A portion of the library. The share of hits here may be higher or lower than overall.

Order of values: Mdm2-MdmX inh	APJ antag	APJ agonist	EBI2 block	UPR XBP1 act	CXCR6 block	UPR CHOP act	tim23-1 inh	CCR6 antagonist
- CC1CC(C)CN(C(=O)c2ccc(NS(=O)(=O)c3ccc4[nH]c(=O)[nH]c4c3)cc2)C1 (stereo unspecified)
  24	5	-4	-2	0	4	-0.6	-11	8
- Cc1ccc(S(=O)(=O)N(C)c2ccc(OCC(=O)NC3=NCCS3)cc2)cc1
  -18	0	-7	5	-1	0	-1.0	18	8
- CCN(CC)CCn1c2c(c(SCC(=O)Nc3ccc(F)c(F)c3)nc1=O)CCC2
  1	-28	-7	10	2	4	-0.4	-8	16
- CCOC(=O)c1ccc(N=NN(C)C)cc1
  -7	9	0	2	0	2	5.0	3	7
- O=S(=O)(c1cccc(C(F)(F)F)c1)N1CCC(CO)(CCCc2ccccc2)CC1
  14	4	-3	22	-2	-7	3.3	46	14
- COc1cc(NC(=O)c2ccc3snnc3c2)cc(OC)c1
  -20	14	-1	5	2	3	3.7	15	9
- CCOC(=O)C1=C(CN2CCC(C)CC2)NC(=O)NC1c1ccc(Cl)cc1 (stereo unspecified)
  12	-13	0	11	-3	18	-2.6	14	15
- CCn1c(SCC(N)=O)nnc1-c1ccc(S(=O)(=O)N2CCN(C)CC2)cc1
  22	-20	1	-4	-1	1	-1.6	3	2
- CCc1ccc([C@H]2C(C(=O)O)=C[C@@H](CC)N2S(=O)(=O)c2ccc(C)cc2)cc1
  32	11	-4	-5	-1	10	0.2	18	-4
- COc1ccccc1N1CCN(CC(=O)c2c(C)n(C)c3ccccc23)CC1
  8	6	8	4	2	-25	-1.0	25	11
- CN(C)c1ccc(C(=O)/C=C/c2ccccc2)cc1
  -108	10	-3	76*	3	7	3.8	5	21
- COc1cc(-c2nnco2)cc(OC)c1OC
  10	7	-5	·	1	·	-1.7	9	-5
- CC(C)CCNC(=O)CN(Cc1ccccc1)C(=O)CCC(=O)Nc1ccccn1
  13	6	-1	-4	2	-1	0.4	14	0
- O=C(Cn1c(=O)cnc2ccccc21)Nc1cc(Cl)ccc1N1CCOCC1
  20	8	1	-19	3	2	-1.2	16	15
- Cc1[nH]c2ccccc2c1C(c1ccccn1)N1CCC(C(N)=O)CC1 (stereo unspecified)
  36	22	-6	-1	-4	-4	-3.9	-5	3
- CCOC(=O)Cc1nnc(NC(=O)COc2ccc(OC)cc2)s1
  25	13	-2	-10	-4	-3	-0.6	14	-4
- Cc1csc(CNc2ncnc3ccc(-c4ccoc4)cc23)c1
  76*	8	-4	10	2	0	-0.6	20	15
- CCOCCCN(Cc1cc2cc(C)cc(C)c2[nH]c1=O)C(=O)N(CC)CC
  26	-4	1	7	1	0	-0.7	22	14
- CN1C(=O)Cc2cc(S(=O)(=O)NCc3c(F)cccc3Cl)ccc21
  21	-17	0	-1	4	-16	3.7	-11	-2
- CN(CC(=O)NCCc1ccc(S(N)(=O)=O)cc1)S(=O)(=O)c1ccc(Br)s1
  20	13	1	-9	-10	1	0.0	-6	8
- CCOC(=O)c1sc(NC(=O)CSc2nc3c(c(=O)n2-c2ccc(C)cc2)SCC3)c(C(=O)OCC)c1C
  64*	8	-2	6	-2	-1	2.5	-5	2
- O=C(NC(=S)NNC(=O)c1cccs1)c1ccc(Br)o1
  15	20	0	7	-2	20	-0.3	-10	23
- Cn1c(=O)oc2cc(S(=O)(=O)NCC3CCCO3)ccc21 (stereo unspecified)
  -5	-3	-3	-8	0	-4	-1.4	6	-25
- O=C(Cn1nnc(-c2ccccc2)n1)NC(=O)NC1CCCC1
  -6	-7	-2	2	-3	6	-1.9	10	16
- Cc1ccc(CC(=O)Nc2cccc(C)n2)cc1
  -22	-2	-2	-6	0	-6	2.8	12	3
- O=C(CNC(=O)c1ccco1)NNC(=O)c1ccc(Br)cc1
  2	-11	1	-3	-1	0	3.2	-5	5
- CCCOC(=O)c1ccc(Oc2cn[nH]c2-c2ccc(O)cc2O)cc1
  11	-12	-2	7	-2	-3	-1.0	-15	-19
- CCC(=O)NCCN1CCN(C(=O)CC)CC1
  3	8	3	-2	0	-18	-0.4	12	-8
- COc1ccc(CCNC(=O)C2CC(c3ccc(C(F)(F)F)cc3)=NO2)cc1 (stereo unspecified)
  -19	20	-2	-3	-1	-10	0.6	27	4
- COc1ccc(NC(=O)C/C(C)=N/NC(=O)c2cnccn2)cc1
  -4	-12	-1	-1	0	-4	0.7	9	5

Sorted by count of non-hydrogen atoms (low to high): some entries from above
Order of values: Mdm2-MdmX inh	APJ antag	APJ agonist	EBI2 block	UPR XBP1 act	CXCR6 block	UPR CHOP act	tim23-1 inh	CCR6 antagonist
- CN(C)c1ccc(C(=O)/C=C/c2ccccc2)cc1
  -108	10	-3	76*	3	7	3.8	5	21
- COc1cc(NC(=O)c2ccc3snnc3c2)cc(OC)c1
  -20	14	-1	5	2	3	3.7	15	9
- CN(CC(=O)NCCc1ccc(S(N)(=O)=O)cc1)S(=O)(=O)c1ccc(Br)s1
  20	13	1	-9	-10	1	0.0	-6	8
- COc1ccc(CCNC(=O)C2CC(c3ccc(C(F)(F)F)cc3)=NO2)cc1 (stereo unspecified)
  -19	20	-2	-3	-1	-10	0.6	27	4
- CCN(CC)CCn1c2c(c(SCC(=O)Nc3ccc(F)c(F)c3)nc1=O)CCC2
  1	-28	-7	10	2	4	-0.4	-8	16

Structures listed above marked active in EBI2 block:
Compound | Mdm2-MdmX inh | APJ antag | EBI2 block | CXCR6 block | CCR6 antagonist
CN(C)c1ccc(C(=O)/C=C/c2ccccc2)cc1 | -108 | 10 | 76* | 7 | 21

The listing picks up, repeating the two entries before the break.
Order of values: Mdm2-MdmX inh	APJ antag	APJ agonist	EBI2 block	UPR XBP1 act	CXCR6 block	UPR CHOP act	tim23-1 inh	CCR6 antagonist
- COc1ccc(CCNC(=O)C2CC(c3ccc(C(F)(F)F)cc3)=NO2)cc1 (stereo unspecified)
  -19	20	-2	-3	-1	-10	0.6	27	4
- COc1ccc(NC(=O)C/C(C)=N/NC(=O)c2cnccn2)cc1
  -4	-12	-1	-1	0	-4	0.7	9	5
- Cc1ccc(N2CCN(S(=O)(=O)c3ccc(-n4cnnn4)cc3)CC2)c(C)c1
  14	13	1	15	-4	0	0.9	14	0
- CCCc1ccc(OCC(O)CN2CCCC2)cc1 (stereo unspecified)
  10	-4	2	-2	-3	-1	-0.5	-2	6
- COc1ccccc1NS(=O)(=O)c1cccc(C(=O)NN=C2CCCC2)c1
  12	-19	6	-2	2	-13	-2.1	-3	-10
- COc1ccc(N2CCN(C(=O)COC(=O)Cc3c(F)cccc3Cl)CC2)cc1
  -3	3	-5	-4	-3	4	2.0	39	8
- CCn1c(SCC(=O)N/N=C/C=C\c2ccco2)nc2ccccc21
  6	16	-5	5	-2	-11	2.4	14	7
- Cc1cc2oc(C(=O)NCc3ccc4c(c3)OCO4)c(C)c2cc1C
  14	-2	2	-3	-2	2	1.8	9	9
- Fc1ccc(-c2csc3ncnc(N4CCc5ccccc5C4)c23)cc1
  51*	6	-1	28	5	0	3.2	29	-2
- Cc1ccc(OCC(=O)NCCNC(=O)c2cccnc2)cc1C
  13	1	0	0	-5	1	-0.3	15	4
- NC(=O)C1CCN(CCS(=O)(=O)c2ccc(Cl)cc2)CC1
  -10	13	-3	-16	0	5	0.5	24	-6
- CS(=O)(=O)N(CC(=O)NCC1CCCO1)c1ccc(F)c(Cl)c1 (stereo unspecified)
  4	-2	-4	-3	-2	2	-3.8	12	8
- Cc1nnc(NC(=O)C2CCCCC2)s1
  26	-5	-3	1	3	-4	0.0	2	11
- Cc1nn(-c2ccccc2)c(C)c1C(=O)Oc1ccccc1
  -52	12	0	4	4	10	4.5	28	8
- COc1ccc(CNC(=O)CC23CC4CC(CC(C4)C2)C3)cc1OC
  9	1	-1	-7	2	-4	3.3	26	16
- Cc1cccc(NC(=O)CN2C(=O)NC3(CCCCCCC3)C2=O)c1C
  27	-5	-3	-4	-3	-7	-0.5	5	5
- CCN(CC)C(=O)[C@H]1C[C@H](CC(=O)NCc2ccco2)C(=O)N2CCc3c([nH]c4cc(CCC(=O)N(C)C)ccc34)[C@]12C
  9	·	·	-3	1	4	1.6	30	20
- CCCCC[C@@H]1C=C(C(=O)O)[C@H](c2cccc(C)c2)N1S(=O)(=O)c1ccc(C)cc1
  0	5	-3	3	0	-1	-0.8	17	8
- CCn1c(SCC(=O)N2CCc3ccccc32)nnc1-c1ccco1
  -4	7	-2	-4	-3	-4	-2.3	-9	-13
- CN=C(Cc1ccccc1)C1=C(O)CC(C)(C)CC1=O
  -5	3	1	5	1	7	-0.7	18	6
- N/C(CC(=O)Nc1ccc(F)cc1F)=N\OC(=O)c1cccs1
  11	-16	10	-7	0	-10	-0.7	61*	-32
- Cc1ccc(Nc2ncnc3nc[nH]c23)cc1Cl
  -22	2	-1	0	3	-9	1.4	-10	7
- Nc1c(C(=O)Nc2ccccc2)nnn1-c1ccc2c(c1)OCCO2
  -138	-9	2	-3	-8	-9	0.3	35	3
- O=C(COC(=O)CCSc1ccccc1Cl)NCc1ccco1
  -13	3	-3	6	-2	2	-0.8	10	-1
- CCc1cc(=O)oc2c3c(cc(OCC(=O)NCCCC(=O)O)c12)OC(C)(C)CC3
  -14	-8	-2	-6	-4	-1	-0.7	13	7
- COc1ccc(NC(=O)CCS(=O)(=O)c2ccc(OC)cc2)cc1
  -18	9	-2	3	0	-4	-0.3	-30	3
- COc1cccc(NC(=O)c2ccc3c(c2)N(CC(=O)N2CCCCC2)C(=O)C(C)(C)O3)c1
  7	6	0	-2	1	10	0.9	18	3
- O=c1cc(NCc2ccc3c(c2)OCO3)[nH]c(=O)n1-c1ccc(Cl)cc1
  2	-22	-4	-4	0	4	-0.2	-24	6
- Clc1ccc(SCCOCCN2CCc3ccccc3C2)cc1
  4	4	-4	13	-4	6	-0.4	-74	18
- CC1(C)CC(=O)C=C(Nc2ccc(F)c(Cl)c2)C1
  8	-7	-4	-3	-2	2	-1.2	10	7
